# HIF-2a inh: HIF-2a reporter inhibitors, primary screen, luminescence, 786-0 RCC cells; 786-0 RCC cells HIF-2a reporter, luciferase luminescence, overnight; inhibition, % at 18.8 µM; AID 624352, 2012; 360,000 compounds, 0.72% hits;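 active = inhibition of the luminescence signal of 40% or more relative to plate controls, in a single-dose primary screen at 18.75 µM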
# Shn3 inh set2: reduction of Shn3 3'UTR firefly luciferase signal, primary screen, Schnurri-3 inhibitor project, cell-based, Clone20 osteoblasts, set 2. 360,000 compounds, 0.52% hits. Clone20 osteoblast Shn3 3'UTR firefly luciferase, 24 h. inhibition, % at 12.5 µM;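 active = mean inhibition of at least 75% with every replicate also reaching 75%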;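 note: 0% = median of neutral control wells and 100% = pilot-screen positive control compound; some compounds past the cut are filed as inactive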
# TRPM1 prom inh: inhibitors of MITF-dependent TRPM1 promoter reporter, primary screen, cell-based, SK-MEL-5, single point, luciferase; SK-MEL-5 TRPM1 promoter luciferase, 24 h; inhibition, % at 12.5 µM; 330,000 compounds, 0.83% hits;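 active = mean inhibition across replicates of 60% or more, whatever share of single replicates reaches that level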; note: values of inactives mirror those of a sister screen read the other way
# KKLEB tox: cytotoxicity in KKLEB CF airway cells, primary screen, cytotoxicity control for CF NF-kB inhibitor project, cell-based, uHTS, fluorescence assay plates; KKLEB CF airway cells viability, ATPlite luminescence, overnight; stronger effect = lower value; cells stimulated with P. aeruginosa culture filtrate; activity change (cytotoxicity), % at 5 µM; 360,000 compounds, 0.36% hits; AID 602141, 2011;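 active = corrected activity change at or below -50% at 5 µM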
# NR2E3 ag-1: NR2E3 agonists in two-hybrid cells, primary screen, cell-based, luminescence, CHO-S, Gal4-NCOR/VP16-NR2E3. Photoreceptor-specific nuclear receptor (Homo sapiens), Q9Y5X4. luciferase. inhibition of corepressor binding, % at 3.98 µM. 360,000 compounds, 0.35% hits. AID 602229, 2012;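 active = inhibition above the mean of all tested compounds plus 3 SD, cut at about 70% in these data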;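 note: 0% = DMSO with NR2E3 transfected cells and 100% = cells lacking NR2E3 construct; higher means lower luciferase signal from less NR2E3 corepressor binding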
# Target sequence (Q9Y5X4 whole entry, looked up, the tested form may be a part): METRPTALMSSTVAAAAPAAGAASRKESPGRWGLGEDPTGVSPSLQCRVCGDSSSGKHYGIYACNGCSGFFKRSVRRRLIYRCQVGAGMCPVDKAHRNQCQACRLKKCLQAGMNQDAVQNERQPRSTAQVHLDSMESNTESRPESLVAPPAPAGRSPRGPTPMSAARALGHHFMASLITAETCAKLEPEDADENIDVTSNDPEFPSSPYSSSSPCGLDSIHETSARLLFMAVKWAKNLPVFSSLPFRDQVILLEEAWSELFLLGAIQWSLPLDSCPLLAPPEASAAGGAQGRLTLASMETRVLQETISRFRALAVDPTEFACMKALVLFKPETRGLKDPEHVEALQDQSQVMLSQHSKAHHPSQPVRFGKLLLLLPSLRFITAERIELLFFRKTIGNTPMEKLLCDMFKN
# CF NFkB block: inhibitors of PAF-induced NF-kB signaling, primary screen, cell-based, GFP fluorescence, uHTS; 360,000 compounds, 0.86% hits; KKLEB NF-kB-GFP reporter, GFP fluorescence overnight; inhibition, % at 5 µM;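 active = at least 50% inhibition at 5 µM, scaled per plate between neutral and stimulator controls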;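 note: PAF is a Pseudomonas aeruginosa culture filtrate used as stimulus; plate controls were PAF-stimulated DMSO wells for no effect and unstimulated DMSO wells for full effect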
# NR2E3 ag-2: inhibitors of NR2E3-RetCOR corepressor binding, primary screen, NR2E3 agonist project, biochemical, TR-FRET, GST-NR2E3, biotin-RetCOR; Photoreceptor-specific nuclear receptor (Homo sapiens), Q9Y5X4; 1536-well; inhibition of corepressor binding, % at 4.78 µM; 320,000 compounds, 0.12% hits; AID 2300, 2010;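 active = percent inhibition above the cutoff of mean plus 3 SD of all tested compounds, set per screening campaign, cut at about 20% in these data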;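 note: 0% = DMSO wells and 100% = biotin wells as full block of FRET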
#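 Material: NR2E3–RetCOR corepressor complex / Incubation: Compound–protein incubation for 5 h at 4 °C / Dosing: compound at 4.8 µM, single dose / Detection: time-resolved FRET / Benchmarks: high control biotin, low control 0.6% DMSO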
# aDG glyco up: activators of alpha-DG glycosylation, primary screen, uHTS, Pro5-aDG cells, AlphaScreen. activation, % at 10 µM. 360,000 compounds, 0.22% hits. AID 624168, 2012. alpha-DG glycosylation AlphaScreen (IIH6); 0% Pro5, 100% B10-LARGE cell signal;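 active = activation of at least 8% versus controls, or a plate z-score of at least 8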;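 note: Pro5 are CHO cells carrying HIG-tagged alpha-DG that lacks glycosylation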
# Peg3 prom inh: Peg3 promoter-driven luciferase inhibitors, primary screen, cell-based, HeLa, luciferase luminescence; HeLa PEG-Prom luciferase reporter, overnight; inhibition, % at 20 µM; 360,000 compounds, 1.7% hits;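 active = inhibition of at least 50% at 20 µM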
# TWEAK-Fn14 inh: inhibitors of TWEAK-Fn14 signaling, primary screen, luciferase reporter cells, uHTS; inhibition, % at 10 µM; 360,000 compounds, 2% hits; TWEAK-stimulated Fn14 reporter cells, luciferase luminescence, 8 h; in the data active = inhibition above about 50%
# hiPSC survival: enhancers of single-cell hiPSC survival, primary screen, ATPlite luminescence; 100% = ROCK inhibitor wells, 0% = DMSO; survival enhancement, % at 20 µM; 360,000 compounds, 0.044% hits; AID 602274, 2012; in the data active = survival enhancement above about 18%;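 note: cells exposed to compounds for 16 hours before the ATP read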
# Active calls of the source: *; · = not tested or not shown; & = joins results of further samples.
SMILES,HIF-2a inh,Shn3 inh set2,TRPM1 prom inh,KKLEB tox,NR2E3 ag-1,CF NFkB block,NR2E3 ag-2,aDG glyco up,Peg3 prom inh,TWEAK-Fn14 inh,hiPSC survival
O=C(CN1C(=O)NC2(CCCCC2)C1=O)Nc1cc(C(F)(F)F)ccc1N1CCCC1,5,5,-3,0,-25,6,·,0.0,-3,-12,-0.4
Cc1nc(NC(=O)/C=C/c2ccccc2)sc1C(=O)Nc1ccccc1Cl,-17,-2,1,5,-9,2,-5,0.1,-17,43,-1.4
Cc1ccc(NC(=O)CN(C)C(=O)c2cccc(S(=O)(=O)N3CCCC3)c2)cc1,-9,-4,-10,-1,21,20,-1,-0.1,-15,13,0.7
CCOc1cc(N2CCOCC2)c(OCC)cc1NC(=O)COc1ncnc2ccc(Br)cc12,9,13,27,-2,-22,-8,0,0.0,21,-9,-1.7
C=CCn1c(C)csc1=Nc1ccc(C(=O)O)cc1,-10,-6,-13,12,-42,0,1,-0.2,-18,1,0.4
CCN(CC)CCN1C(=O)C(=O)/C(=C(/O)c2c(C)[nH]c(C(=O)OC)c2C)C1c1cccc(OC)c1 (centres undefined),15,0,6,-3,-33,17,3,-0.2,28,1,3.2
CCS(=O)(=O)N1Cc2ccccc2CC1C(=O)NCC12CC3CC(CC(C3)C1)C2 (centres undefined),20,5,-3,-13,9,5,-1,0.3,17,9,-0.9
CCCCNC(=O)Nc1nc2ccc(CC)cc2s1,-229,-28,-72,3,-113,-20,2,0.8,-267,-25,-0.3
CCOc1ccc(C(=O)CC(Sc2ccc(C)cc2)C(=O)O)cc1 (centres undefined),1,12,6,-2,14,26,9,-0.1,3,-3,-0.1
COc1ccc(C(=O)N2CCCC(N3CCN(c4ccccc4F)CC3)C2)c(OC)n1 (centres undefined),-1,11,-12,9,-13,-8,-1,-0.3,5,-9,-0.7
Cc1c([C@@H]2C[C@H]3CN(Cc4cccc(Cl)c4)C(=O)[C@]34CCCN24)cnn1C,13,-18,4,-7,-6,2,-2,0.1,20,0,-0.5
COc1cccc(-n2cc(CN(C)C(=O)C3CCC(=O)N(C4CC4)C3)cn2)c1 (centres undefined),-2,-1,·,-7,13,4,·,1.3,-12,8,-3.7

# In another format: 3 of the compounds above
smiles	HIF-2a inh	Shn3 inh set2	TRPM1 prom inh	KKLEB tox	NR2E3 ag-1	CF NFkB block	NR2E3 ag-2	aDG glyco up	Peg3 prom inh	TWEAK-Fn14 inh	hiPSC survival
COc1ccc(C(=O)N2CCCC(N3CCN(c4ccccc4F)CC3)C2)c(OC)n1 (centres undefined)	-1	11	-12	9	-13	-8	-1	-0.3	5	-9	-0.7
Cc1c([C@@H]2C[C@H]3CN(Cc4cccc(Cl)c4)C(=O)[C@]34CCCN24)cnn1C	13	-18	4	-7	-6	2	-2	0.1	20	0	-0.5
COc1cccc(-n2cc(CN(C)C(=O)C3CCC(=O)N(C4CC4)C3)cn2)c1 (centres undefined)	-2	-1	·	-7	13	4	·	1.3	-12	8	-3.7

# Next part.
SMILES,HIF-2a inh,Shn3 inh set2,TRPM1 prom inh,KKLEB tox,NR2E3 ag-1,CF NFkB block,NR2E3 ag-2,aDG glyco up,Peg3 prom inh,TWEAK-Fn14 inh,hiPSC survival
CC(C)(C)OC(=O)NCCCC[C@@H](C(=O)N1CCN(C(=O)OC(C)(C)C)CC1)n1cc(CCC(=O)O)nn1,5,-19,4,-4,-14,20,2,-0.2,-6,12,-0.9
Cc1ccc(C(=O)N2CCCC(C(F)(F)F)C2)cc1S(=O)(=O)N1CCOCC1 (centres undefined),14,-5,1,-8,-16,0,2,-0.1,3,8,0.4
CSc1nnc(-c2cnccn2)n1C,-19,-10,6,-18,-9,6,3,-0.1,4,-31,-1.1
CCOC(=O)c1ccc(N2CCOCC2)c(NC(=O)c2nccnc2C(=O)O)c1,6,-8,-7,-11,26,-3,3,-0.1,8,-5,0.2
O=C(Nc1cccc(C(F)(F)F)c1)c1csc([C@@H]2C[C@H](O)[C@@H](CO)O2)n1,-6,9,·,-3,0,10,·,0.1,-4,2,-1.3
O=C(CN1C(=O)C(=O)N(Cc2ccco2)C1=O)Nc1ccccc1,19,0,9,10,2,-11,·,0.2,18,18,3.3
O=C(CN1CCN(Cc2ccc3c(c2)OCO3)CC1)Nc1ccc2c(c1)OCCO2,17,13,5,-6,-20,9,·,1.0,19,27,-0.7
c1csc(-c2nc3ccccc3[nH]2)c1,-131,-16,-36,7,-76,5,2,0.2,-161,-25,-1.7
COCCn1c(=O)c2ccccc2c2ccccc2c1=O,18,-47,5,6,-5,-6,2,-0.1,6,15,1.5
COc1ccc(CCNC(=O)c2cc(C(=O)c3cc(C)ccc3O)cn(CCc3ccc(OC)cc3)c2=O)cc1,-26,10,-2,21,0,-25,-1,-0.3,21,32,1.6
Cc1cc(C(=O)CSc2nnc3c(Cl)cc(Cl)cn23)c(C)n1C,7,-8,8,3,-12,7,2,0.0,10,-9,2.3
Cc1ccc(S(=O)(=O)c2cnc3cc(C)nn3c2N)cc1,11,-20,-8,3,-8,4,-6,-0.1,10,5,1.6
COc1ccc(N(C)S(=O)(=O)c2cccc(C(=O)N3CCN(S(=O)(=O)c4ccc(C)cc4)CC3)c2)cc1,24,9,-6,-12,-1,-3,2,0.3,24,22,-0.3
CCOC(=O)N1CCC(NCCNC(=O)c2ccccc2)CC1,17&12,-6&-15,8&5,11&-4,-47&29,-9&-14,2&-2,0.0&-0.2,10&8,-9&14,1.7&1.9
COc1cc(OC)cc(C(=O)NCCS(=O)(=O)N2CCN(Cc3ccccc3)CC2)c1,10,4,-2,1,42,-9,-2,-0.1,-5,1,-0.2
CCOc1ccc(CNC(=O)CCCn2nc(C)c3c(C)n(-c4ccc(C)cc4)nc3c2=O)cc1,7,9,5,-13,-5,14,0,1.0,18,0,1.4
CCCCCC(=O)Nc1cccc(C2=NOC3(C2)C[C@H](C(N)=O)N(C(=O)c2ccccc2)C3)c1 (some centres undefined),-1,-3,-6,-2,-2,17,1,0.0,5,-40,-0.3
NC(=O)c1ccc2c(c1)OCCO2,13,7,1,-2,-9,7,-1,-0.2,21,16,-1.5
CCCC(C(=O)NCc1ccco1)N(C(=O)CNS(=O)(=O)c1ccccc1)c1ccccc1OC (centres undefined),15,15,-5,9,-10,-2,0,0.3,2,6,-3.5
Cc1cc(NC(=O)CN2C(=O)NC(CC(C)C)C2=O)ccc1Br (centres undefined),-19,-2,-40,-6,4,-2,2,-0.2,18,-16,-0.2
COc1ccc(OC(=O)c2cccc([N+](=O)[O-])c2)c(C(=O)/C=C/c2cccs2)c1,-48,-28,2,-8,-30,8,3,0.0,-81,-6,1.8
O=C(NCc1ccc(Cl)cc1)C1CCN(S(=O)(=O)c2ccc(N3CCCC3=O)cc2)CC1,24,77,13,-12,16,6,0,2.1,8,8,-0.4
NC(=O)C1CCN(c2nc(-c3cccs3)cs2)CC1,-284,-36,-82,-13,-115,3,·,-0.1,-248,-36,5.5
Cc1cccc(-c2nc(CS(=O)CC(=O)N3CC(C)CC(C)C3)c(C)o2)c1 (centres undefined),10,2,-9,7,-7,0,4,0.0,20,4,1.3
Cc1nnc(SCC(=O)c2ccc(Br)cc2)s1,-37,-7,-12,4,-15,2,1,0.4,-63,-4,0.2
O=[N+]([O-])/C=C/c1cn(Cc2ccccc2)c2ccccc12,43*,22,19,-8,-3,-6,3,-0.4,55*,22,-0.2
Cc1ccc(C(=O)Nc2nnc([C@H]3C[C@H](O)[C@@H](CO)O3)s2)cc1,-35,-14,·,-2,-35,9,·,-0.1,-11,-2,-1.0
O=C(O)C1=C[C@H](c2cccs2)C[C@H](OCc2ccc(CO)cc2)O1,0,-18,13,-24,-20,17,-3,0.8,-10,1,-1.3
COc1ccc(/C=C2\C(=O)OCc3cc(OC)c(OC)cc32)cc1OC,2,2,-14,-18,19,12,-3,1.4,-1,-21,-2.2
O=[N+]([O-])c1ccc(-c2nc(Nc3ccc(O)cc3)c3ccccc3n2)cc1,-45,33,41,1,-21,-44,·,0.0,64*,41,-0.3
O=[N+]([O-])c1cc2c(cc1Br)-c1ccccc1C2,-45,8,·,-14,-10,-29,·,-0.3,-15,-15,-3.1
C=C(C)CSc1nc2nc(C)cc(C)n2n1,-7,16,-8,4,-9,-4,0,-0.1,-20,-3,-0.2
CCN1CCN(c2ncnc3scc(-c4ccc(OC)cc4)c23)CC1,16,25,-1,0,-30,5,-3,-0.2,-2,91*,1.2
Cc1ccccc1-c1csc(C(O)(c2ccccc2)C(F)(F)F)n1 (centres undefined),4,6,·,4,-10,-14,·,0.5,6,8,-0.6
Cc1oc(-c2cccs2)nc1CS(=O)CC(=O)NC1CCCCCC1 (centres undefined),-13,-1,·,-29,4,34,3,-0.2,-14,-1,-1.4
O=C(O)CN1CCCCCC1=O,14,12,1,9,7,-9,-4,-0.1,-9,4,-0.6
CCN(CC(=O)NCc1ccc(Cl)cc1)C(=O)COc1cccc(Cl)c1,9,-18,-4,2,16,-24,0,0.3,15,-1,0.0
CCn1c(CCn2ccnc2C)n[nH]c1=S,-2,5,-4,-8,-21,0,0,0.1,-4,-4,-1.5
COc1ccc(N2CCN(c3ccc(NC(=O)/C=C\C(=O)O)cc3)CC2)cc1,12,11,6,5,-13,-6,0,-0.2,-1,-1,2.6
N/C(=N\OC(=O)/C=C/c1ccccc1)c1ccccn1,-183,-40,-43,-4,-169,10,-2,-0.3,-58,56*,1.1
CC1CCCN(S(=O)(=O)c2ccc(NC(=O)Cn3nnc(-c4ccccc4F)n3)cc2)C1 (centres undefined),14,4,0,-5,3,12,-1,0.4,19,1,-1.6
COC(=O)CCC/C=C1\SC[C@@H](NC(=O)c2ccccc2)C1NC(C)=O (some centres undefined),7,-4,12,7,16,10,3,0.2,14,0,-2.2
CC1OC(C(C)(C)C)Cc2[nH][nH]c(=O)c21 (centres undefined),4,·,·,·,-19,·,·,-0.3,·,-7,-1.2
COc1ccc(-n2c(SCC(=O)N(C)c3ccccc3)nc3c([nH]c4ccccc43)c2=O)cc1OC,17,16,33,-1,-20,-13,0,0.3,-6,1,2.6
CCOc1ccc(CN(C)CC(=O)NCc2ccccc2)cc1,7,·,1,-3,-4,-23,1,0.1,10,13,-0.5
COc1cc(CN2CCCCCC2)cc(OC)c1O,9,1,5,-11,-36,16,-1,0.2,4,-4,-0.5
COc1ccc(N2CCN(S(C)(=O)=O)CC2)cc1,5,-2,-3,-2,8,4,-5,0.1,6,-2,1.1
C/C(=N\NC(=O)c1c[nH]c2ccccc12)c1ccc(C)s1,-148,-54,-7,-9,-40,-8,-1,0.2,-251,-12,0.4

# High-throughput results as filed in PubChem.
